Assay outcomes from PubChem.
SKN-1 block: suppressors of acrylamide-induced Pgst-4::GFP reporter in worms, primary screen, SKN-1 inhibitor project, whole organism, uHTS, GFP/RFP fluorescence ratio, strain VP596; C. elegans VP596 Pgst-4::GFP/RFP ratio, 24 h; 360,000 compounds, 0.49% hits; inhibition, % at 21.8 µM;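 active = interference check ratio from 0.5 to 1.5 plus GFP to RFP signal ratio inhibition reaching or exceeding a fixed threshold, cut at about 30% in these data, passing the limit was not always enough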; also: some compounds called inactive have numbers as strong as hits
Neddyl block: inhibitors of cullin neddylation, primary screen, biochemical, TR-FRET, uHTS, NAE and Ubc12. calls only at 25 µM. 360,000 compounds, 0.58% hits; in the data active = inhibition above about 36%
Target sequence (P61081 whole entry, looked up): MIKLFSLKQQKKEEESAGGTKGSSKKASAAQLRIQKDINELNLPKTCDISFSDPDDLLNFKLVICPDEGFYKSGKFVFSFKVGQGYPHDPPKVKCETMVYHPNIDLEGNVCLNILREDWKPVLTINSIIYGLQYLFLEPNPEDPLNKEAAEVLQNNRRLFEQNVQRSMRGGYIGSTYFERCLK
Target sequence (Q13564 whole entry, looked up): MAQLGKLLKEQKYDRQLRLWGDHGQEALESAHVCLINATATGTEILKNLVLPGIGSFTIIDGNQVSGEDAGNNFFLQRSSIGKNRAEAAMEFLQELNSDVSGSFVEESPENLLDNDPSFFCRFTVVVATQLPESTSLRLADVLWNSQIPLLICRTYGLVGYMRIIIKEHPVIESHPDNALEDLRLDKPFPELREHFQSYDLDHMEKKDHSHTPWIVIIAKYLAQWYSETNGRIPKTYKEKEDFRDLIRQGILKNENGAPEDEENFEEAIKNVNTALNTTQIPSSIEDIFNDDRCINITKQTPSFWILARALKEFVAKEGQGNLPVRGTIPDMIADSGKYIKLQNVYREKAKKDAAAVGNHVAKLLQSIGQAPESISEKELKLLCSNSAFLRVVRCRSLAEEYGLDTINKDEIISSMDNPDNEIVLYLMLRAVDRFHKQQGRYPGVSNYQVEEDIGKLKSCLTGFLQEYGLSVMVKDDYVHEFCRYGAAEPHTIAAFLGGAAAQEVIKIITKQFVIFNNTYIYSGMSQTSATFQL
Rin1-Abl PPI inh: inhibitors of Rin1-Abl protein binding, primary screen, biochemical, TR-FRET. AID 588664, 2011. 360,000 compounds, 0.4% hits. inhibition, % at 7.35 µM. Tyrosine-protein kinase ABL1 (Homo sapiens) + Ras and Rab interactor 1 (Homo sapiens), …; in the data active = inhibition above about 5%, passing the limit was not always enough
NadD block: inhibitors of S. aureus NadD, primary screen, biochemical, colorimetric, uHTS; inhibition, % at 20 µM; Nicotinate-nucleotide adenylyltransferase NadD (Staphylococcus aureus N315); 360,000 compounds, 0.78% hits; purified NadD enzyme, colorimetric absorbance read-out; in the data active = inhibition above about 26%; also: some compounds past the cut are filed as inactive
FAS TE block: FAS thioesterase domain inhibitors, primary screen, biochemical, fluorescence intensity, uHTS | recombinant FAS-TE, OMFH fluorogenic substrate, fluorescence endpoint | 360,000 compounds, 0.67% hits | inhibition, % at 15 µM | AID 602261, 2012;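 active = compounds whose normalised, plate-corrected inhibition of enzyme fluorescence in the single-dose primary screen is 50% or more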;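 also: 0% = DMSO with enzyme and 100% = substrate without enzyme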
CSN deneddyl inh: inhibitors of CSN-mediated cullin deneddylation, primary screen, biochemical, fluorescence polarization, uHTS; COP9 signalosome complex subunit 5 (Homo sapiens), Q92905; Purified CSN, SCF-Nedd8-OG deneddylation; inhibition, % at 12.5 µM; 360,000 compounds, 0.38% hits; AID 651999, 2013;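 active = pattern-corrected inhibition above about 35%, with an unprinted fluorescence ratio check between 0.5 and 1.5, limit read from the data, passing the limit was not always enough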;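 also: 0% = enzyme with substrate and 100% = substrate without enzyme; some results filed as inactive read as strong as hits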
Target sequence (Q92905 whole entry, looked up, one chain of several): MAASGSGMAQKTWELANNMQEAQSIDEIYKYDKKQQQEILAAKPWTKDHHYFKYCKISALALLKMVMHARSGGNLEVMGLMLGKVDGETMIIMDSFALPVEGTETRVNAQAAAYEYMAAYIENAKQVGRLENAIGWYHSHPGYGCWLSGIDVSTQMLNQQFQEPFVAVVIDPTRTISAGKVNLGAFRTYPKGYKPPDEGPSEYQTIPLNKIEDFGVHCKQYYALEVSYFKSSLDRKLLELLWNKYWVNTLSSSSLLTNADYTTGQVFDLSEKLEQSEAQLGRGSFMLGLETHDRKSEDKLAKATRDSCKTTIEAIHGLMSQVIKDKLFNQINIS
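test system = HEK293T-derived human Csn5 enzyme | amount = 0.24 nM Csn5 enzyme, final concentration | medium = Tris/NaCl/DTT buffer, pH 7.5 | schedule = 90 min reaction at room temperature | signal = FP | evaluation = inhibition of Csn5 cleavage, % | compound dosing = single dose of 12.5 µM compound with 0.25% DMSO | probe or stimulus = 10 nM SCFSkp2-Nedd8OG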
MT1-MMP act inh: blockers of MT1-MMP proenzyme processing, primary screen, HT1080 RFP-PRO-GFP cells, GFP/RFP fluorescence. Matrix metalloproteinase-14 (Homo sapiens), P50281. GFP/RFP ratio fluorescence, overnight; percent of plate control window, DMSO zero. GFP/RFP ratio change, % at 20 µM. 360,000 compounds, 0.061% hits. AID 651647, 2012;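 active = GFP/RFP ratio change of at least 30% with cell ATP level not reduced by more than half and red fluorescence within 50% of control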; also: strong numbers were not always called active
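Assay system: RFP-PRO-GFP reporter HT1080 cells; read-out basis: GFP/RFP fluorescence ratio; benchmarks: DMSO wells and RFP-L50D-GFP cells; doses: 20 µM single dose, 1% DMSO; schedule: overnight cell settling, then overnight compound exposure, 37 °C, 5% CO2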
Rpn11 block: Rpn11 (PSMD14) deubiquitinase inhibitors, primary screen, biochemical, fluorescence polarization, uHTS | 360,000 compounds, 0.59% hits | human 26S proteasome, Ub4-pepOG fluorescence polarization; 20S core pre-blocked with epoxomicin | AID 588493, 2011 | 26S proteasome non-ATPase regulatory subunit 14 (Homo sapiens), O00487 | calls only at 20 µM;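 active = inhibition at 20 µM, scaled to each plate's controls, above about 33%, limit read from the data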
MLLE-PAM2 inh: inhibitors of PABP1 MLLE–PAM2 peptide binding, primary screen, biochemical, fluorescence polarization, FITC-PAM2, GST-MLLE | Polyadenylate-binding protein 1 (Homo sapiens), P11940 | inhibition, % at 20 µM | 360,000 compounds, 0.36% hits; in the data active = inhibition above about 35%, passing the limit was not always enough;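 also: plate controls were DMSO wells with GST-MLLE for no effect and wells lacking GST-MLLE protein for full effect; some results filed as inactive read as strong as hits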
Starred values were filed as active, the others as inactive; i = inactive; · = not tested or not shown; + = active, no number.

Below each SMILES: Rin1-Abl PPI inh, NadD block, Rpn11 block, FAS TE block, Neddyl block, SKN-1 block, CSN deneddyl inh, MT1-MMP act inh, MLLE-PAM2 inh
> Cc1ccccc1C(=O)Nc1ccc(N2CCN(C)CC2)nc1
  -3, -4, i, -3, i, 4, 1, -3, 5
> O=C(Nc1ccccn1)C(NS(=O)(=O)c1cccc2nsnc12)c1ccccc1 (stereo not given)
  -2, 1, i, -3, i, 7, 4, -2, 12
> Cc1ccc(S(=O)(=O)n2nccc2-c2c(-c3ccccc3)noc2C)cc1
  -3, -14, i, 43, i, -7, -1, -7, 11
> Cc1ccc(-n2c(SCC(=O)Nc3ncc(Cl)cc3Cl)nc3ccccc32)cc1
  0, 6, i, 32, i, 10, -6, -5, -92
> O=S1(=O)N=C(N2CCCc3ccccc32)c2ccccc21
  0, 1, i, 0, i, 3, 4, 3, -3
> CCC(CC)c1nnc(NC(=O)c2nc3nc(C)cc(C)n3n2)s1
  4, 4, i, -1, i, 12, 2, -4, -20
> O=C(CCn1c(=O)oc2ccccc21)Nc1ccccc1
  0, 2, i, -10, i, 3, 0, 0, 13
> Cc1ccc(SCC(=O)Nc2cccc(C)c2)cc1
  -1, -10, i, 1, i, -15, -6, 4, 4
> Cc1noc(/C=C/c2nn(C)cc2Cl)c1[N+](=O)[O-]
  0, 0, i, -2, i, 0, 1, 1, 17
> Cc1nnc(SCC(=O)O)s1
  1, -4, i, -4, i, 14, -1, 1, 7
> CCOC(=O)c1sc(NC(=O)c2cc3ccccc3o2)nc1C
  4, -12, i, 1, i, -3, 0, 6, -22
> COC(=O)c1ccc(N2C(=O)CC(Sc3n[nH]c(C)n3)C2=O)cc1 (stereo not given)
  -1, 13, i, -4, i, 12, -8, -3, 24
> COc1ccc(CNC(=O)COc2cc3c(c4oc(=O)cc(C)c24)CCC(C)(C)O3)c(OC)c1
  1, 1, i, 26, ·, 9, 0, 0, 7
> CCOC(=O)N1CCC(NC(=O)CCc2c(C)nc3c(c(C)nn3C(C)(C)C)c2C)CC1
  0, -4, i, -3, i, 13, 0, -14, 6
> NC(=O)c1ccc(NC(=O)COC(=O)c2ccccc2SCC(=O)N2CCCC2)cc1
  2, 0, i, -10, i, 15, -2, 0, 29
> COc1ccc(/C=C(/NC(=O)c2ccccc2)C(=O)N/N=C/c2cccs2)cc1OC
  0, 7, i, -4, i, 1, 1, 0, 7
> Cc1csc(Sc2ccc([N+](=O)[O-])cc2C(=O)OCC(=O)NC(=O)NC(C)(C)C)n1
  -2, 10, i, 28, i, -6, -7, -4, -11
> CCOc1ccc(NC(=O)CC2Nc3ccccc3NC2=O)cc1 (stereo not given)
  0, -1, i, 2, i, 2, -11, 5, 8
> CCN(C(=O)Cn1cnc2c(nc3n2CCCCC3)c1=O)c1cccc(Cl)c1
  -3, 3, i, -3, i, 13, 3, -1, 5
> Cc1ccc(CN(C(=O)c2ccc(Cl)c([N+](=O)[O-])c2)C2CCS(=O)(=O)C2)o1 (stereo not given)
  1, 0, i, 12, i, 4, 0, 1, -8

Arranged by molar mass (descending): 4 of the compounds above.
Below each SMILES: Rin1-Abl PPI inh, NadD block, Rpn11 block, FAS TE block, Neddyl block, SKN-1 block, CSN deneddyl inh, MT1-MMP act inh, MLLE-PAM2 inh
> Cc1csc(Sc2ccc([N+](=O)[O-])cc2C(=O)OCC(=O)NC(=O)NC(C)(C)C)n1
  -2, 10, i, 28, i, -6, -7, -4, -11
> COc1ccc(/C=C(/NC(=O)c2ccccc2)C(=O)N/N=C/c2cccs2)cc1OC
  0, 7, i, -4, i, 1, 1, 0, 7
> CCOC(=O)c1sc(NC(=O)c2cc3ccccc3o2)nc1C
  4, -12, i, 1, i, -3, 0, 6, -22
> CCOc1ccc(NC(=O)CC2Nc3ccccc3NC2=O)cc1 (stereo not given)
  0, -1, i, 2, i, 2, -11, 5, 8

Carrying on.
Below each SMILES: Rin1-Abl PPI inh, NadD block, Rpn11 block, FAS TE block, Neddyl block, SKN-1 block, CSN deneddyl inh, MT1-MMP act inh, MLLE-PAM2 inh
> O=C(CC(Sc1n[nH]c(-c2ccccc2)n1)c1ccccc1)NCc1ccccc1 (stereo not given)
  0, -4, i, -5, i, 11, -1, 2, -9
> CCOc1ccc2c(c1)n(CO)c(=S)n2CO
  -2, -5, i, -7, i, 12, 6, 1, -17
> COCCCNC(=O)CC[C@H]1O[C@@H](n2cnc3c(NC(=O)c4ccccc4)ncnc32)[C@H](O)[C@@H]1O
  1, -3, i, -7, i, 9, 0, 1, 2
> COC(=O)C(O)(CC(=O)Nc1ccc(Cl)cc1F)C(F)(F)F (stereo not given)
  0, 3, i, -8, i, 3, 4, -1, -5
> C=CCNC(=O)C1CCN(S(=O)(=O)c2ccccc2)CC1
  2, -1, i, -1, i, 11, 0, 3, 1
> N#Cc1ccc(N/N=C/c2cn(-c3ccccc3)nc2-c2ccccc2)c([N+](=O)[O-])c1
  -2, 2, i, -3, i, 1, -18, 4, -15
> Cn1c(=O)n(Cc2ccccc2Cl)c(=O)c2c1[nH]c(=S)n2C
  2, 39*, i, -6, i, 4, 2, 4, -66
> CCOc1ccc2nc(S(=O)(=O)NC(=O)C3(C)CCN3C(=O)c3c(C)noc3C)sc2c1 (stereo not given)
  -20, 7, i, -7, i, -3, -2, 10, 1
> O=C(COC(=O)CC1SC(N2CCCC2)=NC1=O)Nc1c(F)c(F)c(F)c(F)c1F (stereo not given)
  0, -3, i, -7, i, 14, 1, 1, -2
> O=C(N/N=C/c1ccc([N+](=O)[O-])cc1)c1cccnc1
  -4, 1, i, 2, i, -6, -5, 7, 16

Profiles from above. Order of values: Rin1-Abl PPI inh	NadD block	Rpn11 block	FAS TE block	Neddyl block	SKN-1 block	CSN deneddyl inh	MT1-MMP act inh	MLLE-PAM2 inh
Profile of C=CCNC(=O)C1CCN(S(=O)(=O)c2ccccc2)CC1 : 2	-1	i	-1	i	11	0	3	1
Profile of COCCCNC(=O)CC[C@H]1O[C@@H](n2cnc3c(NC(=O)c4ccccc4)ncnc32)[C@H](O)[C@@H]1O : 1	-3	i	-7	i	9	0	1	2

Additional entries follow.
Below each SMILES: Rin1-Abl PPI inh, NadD block, Rpn11 block, FAS TE block, Neddyl block, SKN-1 block, CSN deneddyl inh, MT1-MMP act inh, MLLE-PAM2 inh
> COc1cc(NC(=O)CSc2nnc3n2C(C)(C)Cc2ccccc2-3)cc(OC)c1
  -2, -1, i, 3, i, -4, -1, -5, 1
> COC(=O)Cc1ccc(NC(=S)NCCSc2ccc(Cl)cc2)cc1
  2, -6, i, 25, i, 3, 1, 3, -57
> CC1(C(=O)NC2CCCCC2)CCC(=O)N1C1CCN(Cc2ccccc2)CC1 (stereo not given)
  0, -8, i, -10, i, 24, 3, 3, 16
> CC(C)OCCCn1c(-c2ccco2)nc2nc3ccccc3nc21
  -6, 7, i, -2, ·, 19, 26, -100, -18
> CC(C)NC(=O)c1onc(CSc2ccccc2F)c1C(=O)O
  4, -4, i, -7, i, 18, -4, -3, 13
> CCCc1nc(SCC(=O)NCC2CCCO2)c2c(=O)n(C)c(=O)n(C)c2n1 (stereo not given)
  2, 4, i, -3, i, -10, -1, 2, 6
> CCNC(=O)C1CCCN(C(=O)c2ccc(OC)c(OC)c2)CC1 (stereo not given)
  -4, 2, i, -4, i, -8, 1, 2, -7
> CC(=O)Nc1cc2c3c(c1)CCN3C(=O)CC2
  -2, 1, i, -8, i, -7, 4, 3, -3
> CC1(C)OC(C(O)(c2ccccc2)c2ccccc2)[C@@H](C(O)(c2ccccc2)c2ccccc2)O1 (stereo not given in full)
  1, 4, i, 24, i, -11, 1, -25, -9
> COc1ccc(-c2oc3ccccc3c2C(=O)OCc2ccc([N+](=O)[O-])cc2)cc1
  4, -1, i, 20, i, 20, 0, 3, -18
> Nc1nc2nc(-c3ccccc3)cc(C(F)(F)F)c2s1
  -2, -2, i, 0, i, 19, -3, 0, -4
> Cc1ccc(S(=O)(=O)Nc2cccc(C(=O)NCc3cccnc3)c2)cc1F
  -2, 1, i, -4, i, 15, -8, -5, -18
> COc1ccc(CNC(=O)COC(=O)c2ccc(C(=O)c3ccccc3)cc2)cc1
  -3, 4, i, 16, i, 15, -1, -1, 2
> O=C(NC1=NCCS1)C1CC(=O)N(c2ccc(Cl)cc2)C1 (stereo not given)
  0, -5, i, -8, i, -5, 4, 2, 7
> CC1CCCCN1C(=O)C12CCC(C)(C(=O)C1)C2(C)C (stereo not given)
  4, 5, i, -4, i, 0, 7, 0, 5
> Clc1cccc(Nc2nc(-c3ccncc3)cs2)c1
  -1, 0, i, 1, i, 19, 2, -10, -3
> Cc1ccc2nc(CSc3nc(C)cc(C)c3C#N)[nH]c2c1
  4, -6, i, 78*, +, 10, 5, 5, 14
> CCCN(CC(=O)Nc1ccc(F)c(F)c1F)C(=O)c1ccc(=O)n(Cc2ccccc2)n1
  -1, -5, i, 5, i, -16, 1, 9, 1
> CCC1(c2ccccc2)NC(=O)N(CC(=O)Nc2ccc(S(=O)(=O)N3CC(C)CC(C)C3)cc2)C1=O (stereo not given)
  1, 22, i, 39, i, 17, -2, 1, -2
> CCCCOc1cccc(-c2nnc(N)s2)c1
  1, -5, i, -11, i, 6, 3, 2, 4
> C=CCNc1oc(C2CCCC2)nc1C#N
  1, -5, i, 0, i, -1, -4, 0, -11
> CCOc1ccccc1NC(=O)C(Sc1nnc2ccccn12)c1ccccc1 (stereo not given)
  -1, 0, i, -8, i, 17, -10, 0, -7
> COc1ccc(N2Nc3n[nH]c(N)c3N2)cc1
  -1, 0, i, -14, i, 5, 1, 6, -2
> COc1cc(/C=N/NC(=O)CCC(=O)Nc2ccc(C)cc2)ccc1O
  -2, 1, i, -2, i, 2, 7, 1, 4
> CCOC(=O)c1cnc(-n2nc(C)cc2C)nc1N(CC)CC
  -1, 4, i, -7, i, -15, -1, 2, 8
> O=[N+]([O-])c1cc(F)cc(F)c1Nc1ccc(F)cc1
  1, -6, i, 9, i, 22, 0, 3, -4
